# XIAP displacement: XIAP antagonists, biochemical, IAP family, fluorescence polarization (AID 1018); XIAP BIR domain, fluorescence polarization peptide displacement; higher % means a stronger effect; one-dose displacement, % at 20 µM; IC50 in µM for titrated hits; 200,000 tested, 0.007% active; in the data active = displacement above about 50%; note: a part of the inactive calls stands beside numbers as strong as those of hits
# TNAP activation fold: stimulation of alkaline phosphatase TNAP activity – biochemical, luminescent, no phosphate acceptor, uHTS, primary screen (AID 1001) | purified TNAP, luminescent activation assay, no phosphate acceptor; higher activation fold means a stronger effect | activation fold at 20 µM, or EC50 in µM where a hit was titrated | 200,000 tested, 0.03% active; in the data active = activation fold from about 3, or a potency from the dose series; inactive = the rest, 99 in 100 with activation fold below about 1.6; note: many of its hits are not listed in these tables
# Salmonella PhoP GFP: inhibitors of PhoP regulon expression, primary screen, Salmonella Typhimurium, GFP reporter (AID 1863) | inhibition, % at 50 µM; hits with a dose series show IC50 in µM | S. Typhimurium PhoP-regulated promoter GFP reporter, 4 h; higher % means a stronger effect | 300,000 tested, 0.16% active;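 active = inhibition over 29.93%, a cutoff 3 SD above the screen mean, later confirmed by dose response; inconclusive = inhibition over 29.93% but no dose response follow-up; inactive = inhibition at most 29.93% or unconfirmed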;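 note: 0% = low Mg2+ inducing control and 100% = high Mg2+ repressing control; strong numbers were not always called active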
# human PMI inhibition: MPI enzyme activity inhibition – biochemical, fluorescence intensity, coupled assay, primary screen (AID 1209); purified PMI enzyme, coupled fluorescence intensity; higher % means a stronger effect; inhibition, % at 20 µM; hits with a dose series show IC50 in µM; 190,000 tested, 0.42% active;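 note: plate controls were DMSO vehicle for no effect and wells lacking substrate for full effect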
# human PMI inhibitors: human PMI inhibitors, high substrate, primary screen, biochemical, fluorescence intensity, high mannose 6-phosphate (AID 1220) | recombinant PMI enzyme, coupled fluorescence intensity; higher % means a stronger effect | inhibition, % at 20 µM, or IC50 in µM where a hit was titrated | 190,000 tested, 0.66% active
# Myeloid diff MLP: compounds promoting myeloid differentiation; ER-HoxA9 myeloid progenitors, lysozyme-GFP differentiation, flow cytometry; calls only at 10 µM; 360,000 tested, 1% active;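 active = normalized GFP-positive differentiation at or above the plate's own cutoff, the solvent-only control mean plus 3 SD; inconclusive = no clear call, values can overlap the other calls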;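 note: cells exposed to compound for four days before flow analysis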
# RSV CPE inhibition: inhibition of RSV-induced cytopathic effect – HEp-2 cells, primary 10 µM value included (AID 2391). 310,000 tested, 0.13% active. CPE inhibition, % at 10 µM, or IC50 in µM where a hit was titrated. HEp-2 cells, RSV-induced CPE inhibition; higher % means a stronger effect; in the data active = a potency from the dose series; inconclusive = CPE inhibition mostly from about 23% at the one dose, without a potency; inactive = the rest, 99 in 100 with CPE inhibition below about 21%; note: strong numbers were not always called active
# Siah-1 displacement: Siah-1 peptide-binding antagonists, primary screen, biochemical, fluorescence polarization, rhodamine-plectin, uHTS (AID 1817); Siah-1 / rhodamine-plectin peptide fluorescence polarization; higher % means a stronger effect; displacement, % at 20 µM; hits with a dose series show IC50 in µM; 290,000 tested, 0.02% active;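 active = displacement of at least 50% at 20 µM, with a fluorescence ratio check between 0.3 and a set limit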;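 note: plate controls were Siah plus tracer with DMSO for no effect and tracer alone without Siah for full effect; strong numbers were not always called active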
# WT yeast gro inh: growth inhibition of WT yeast, mitochondrial fusion screen. mitochondrial fusion phenotypic screen, WT strain. inhibition, % at 10 µM. 190,000 tested, 2.1% active; in the data active = inhibition above about 58%; tested in S. cerevisiae
# WT yeast gro inh mutant strain: second read-out of WT yeast gro inh, no call of its own (marks repeat the call); inhibition, %; mitochondrial fusion phenotypic screen, mutant strain inhibition
# Myeloid diff MLP GFP+ MAC1+ %: also measured in Myeloid diff MLP; calls as there; GFP+ MAC1+ double positive, %; measured here: differentiation confirmed by MAC1 staining
# * = called active by the depositor; i = inactive; ? = inconclusive; . = not tested or not shown. Cut-off read from the data, not from the text of the source, unless noted: active = inhibition above about 50%; inactive = the rest.
SMILES,XIAP displacement,TNAP activation fold,Salmonella PhoP GFP,human PMI inhibition,human PMI inhibitors,Myeloid diff MLP,Myeloid diff MLP GFP+ MAC1+ %,RSV CPE inhibition,Siah-1 displacement,WT yeast gro inh,WT yeast gro inh mutant strain
O=C(NCc1ccco1)C(c1cccs1)N(Cc1ccccc1)C(=O)Cn1nnc2ccccc21 (stereo not given),-6.3%,1.1,3%,5%,11%,i,0.7,1.3%,1%,-1,-4
CCOc1cc(C=O)ccc1OCCSc1ccc(C)cc1,-3.8%,1,-2%,15%,15%,i,13,5.4%,2%,-8,1
Cc1oc(-c2ccc(Cl)cc2)cc1-c1nn2c(-c3ccco3)nnc2s1,-9.5%,1,.,-1%,-4%,.,.,.,9%,.,.
COc1ccccc1C1C=C(c2ccccc2)Nc2nnnn21 (stereo not given),-5.4%,1.1,-1%,-3%,-2%,i,0.0,-0.3%,8%,14,2
Cc1ccc(S(=O)(=O)CC(=O)c2ccc3c(c2)OCCO3)cc1,.,.,-2%,.,.,i,0.4,1.2%,-2%,.,.
O=C(Nn1cnnc1)c1ccc(Cl)c(Cl)c1,.,.,-7%,.,.,i,0.8,1.9%,-1%,.,.
Cc1cc(N2CCOCC2)c2c(N)cc(C)c(C)c2n1,-6.5%,1.1,-4%,23%,18%,i,0.2,1.5%,-5%,0,15
CCS(=O)(=O)n1nc(-c2ccccc2)nc1SCc1ccccc1,-6.7%,0.4,-11%,10%,0%,i,0.4,5.2%,-7%,24,19
COC(=O)c1c(NC(=O)C2CC2)sc(C(=O)Nc2ccccc2)c1C,-3.5%,1.1,-5%,11%,9%,i,0.0,-0.1%,5%,-5,-2
COc1ccc(C(=O)Cn2nc(CNc3ccc(Br)cc3)[n+]3c2CCCCC3)cc1,-3.3%,1,82µM*,7%,10%,i,0.3,0.4%,0%,0,9
C=CCNc1oc(/C=C/c2ccccc2)nc1C#N,0.1%,1.2,2%,4%,0%,i,3.3,.,1%,21,-1
CN(C)S(=O)(=O)c1cccc(COc2ccccc2C(=O)Nc2ccccc2)c1,.,.,1%,.,.,i,3.8,7.0%,-1%,.,.
CCCc1cc2c(=O)c(-c3cscn3)c(C(=O)OCC)oc2cc1O,-6.2%,1.1,3%,14%,10%,i,0.3,-0.5%,-1%,-9,-2
CCOc1ccc(Oc2cc(C)nc(SC)n2)nn1,-3.1%,1.1,-4%,1%,4%,i,1.6,1.0%,0%,-14,5
CCOc1ccc2nc(N(CCCN(C)C)C(=O)c3ccc4c(c3)CCCC4)sc2c1,.,.,-5%,.,.,i,0.7,1.5%,7%,.,.
COCCNC(=S)N/N=C(\C)c1cccc(C(F)(F)F)c1,-4.7%,1,-4%,14%,9%,i,0.6,2.3%,2%,-6,-5
O=C(Nc1ccc(Br)cc1)C1C2C=CC3(O2)C1C(=O)N(CCN1CCOCC1)C3C(=O)NC1CCCCC1 (stereo not given),.,.,-6%,.,.,i,7.8,1.5%,7%,.,.
O=c1oc2ccccc2cc1-c1ccc(O)cc1O,-2.2%,1.1,6%,-3%,-3%,i,0.0,2.2%,14%,-18,-16
Cc1cccc(CN2CCN(C(=S)Nc3ccccc3)CC2)c1,-3.6%,1,.,3%,-6%,i,0.7,10%,0%,8,3
O=C(NCCN1CCOCC1)c1cc2ccccc2o1,-4.0%,1,-11%,-9%,-6%,i,0.7,1.2%,0%,-3,1
CN(C)S(=O)(=O)c1cccc(NC(=O)CC23CC4CC(CC(C4)C2)C3)c1,.,.,2%,.,.,?,.,5.7%,-6%,.,.
O=C(CCN1CCOCC1)Nc1cc(C(=O)Nc2ccc(Cl)cc2)ccc1N1CC2CC(C1)c1cccc(=O)n1C2 (stereo not given),.,.,-1%,.,.,i,3.6,-1.0%,7%,.,.
Cc1ccc(NC(=O)CSc2nnc(C3CC3)n2CC2CCCO2)cc1C (stereo not given),.,.,-1%,.,.,i,0.6,2.2%,-5%,.,.
CCOc1ccc(S(=O)(=O)N2CCOCC2)c2ccccc12,.,.,1%,.,.,i,0.2,3.2%,-3%,.,.
CCCOC(=O)c1ccc(NC(=O)c2ccc(Br)o2)cc1,-4.2%,1,2%,8%,6%,i,0.5,5.9%,10%,21,-7
CC(C)(CNC(=S)NCCc1ccccc1)CNC(=S)NCCc1ccccc1,-10%,2,15%,14%,8%,i,0.8,.,0%,30,7
O=C(O)c1ccc(NS(=O)(=O)c2cc(Cl)ccc2Cl)cc1,0.6%,1.1,5%,-13%,-12%,i,0.6,0.5%,-4%,3,2
O=C(COc1ccc(Cl)cc1Cl)NCc1ccncc1,-0.9%,1.1,0%,11%,10%,i,5.2,.,3%,4,5
Cc1ccsc1/C=N/NC(=O)c1cccc(S(=O)(=O)Nc2ccccc2Cl)c1,-15%,1,14%,14%,5%,i,0.2,22%,0%,-1,3
COc1ccc(C(=O)NCCc2c[nH]c3ccccc23)cc1S(=O)(=O)N1CCOCC1,-1.4%,1.1,-5%,1%,-4%,i,1.5,0.8%,2%,-6,-1
CSc1nsc(SC)c1NC(=O)Nc1ccccc1C,-9.5%,1.1,0%,-14%,18%,.,.,-0.8%,-1%,-2,10
O=C(NCc1ccccc1)C1CCN(c2nc(-c3ccccc3)nc3c2CCC3)CC1,.,.,9%,.,.,i,0.5,?,-5%,.,.
CCn1cc(CNC(=O)c2cc([N+](=O)[O-])c(C)c([N+](=O)[O-])c2)cn1,-2.0%,1.1,0%,-5%,10%,i,0.4,1.7%,2%,3,-3
CC[C@H](C)[C@@H](NC(=O)O[C@@H]1C(=O)c2cc(OC)ccc2O[C@H]1c1ccc(OC)c(Br)c1)C(=O)OC,-8.6%,1,-1%,11%,9%,i,3.0,2.6%,6%,16,-8
Cc1nnc(NC(=O)CSc2nnc(CNC(=O)C34CC5CC(CC(C5)C3)C4)n2C2CCCCC2)s1,-3.5%,1.1,-3%,15%,11%,i,2.2,0.6%,3%,-20,2
CC1CC(C)CN(C(=O)c2ccc(S(=O)(=O)N3CCCCC3)cc2)C1 (stereo not given),.,.,-4%,.,.,i,1.7,4.0%,5%,.,.
CCn1ccnc1CN1CCC(CO)(CCOc2ccccc2)CC1,-1.5%,1,-6%,6%,-3%,i,0.5,-0.4%,0%,-7,-3
Cc1cc(C)nc(CCNC(=O)c2cc(COc3ccc(F)cc3F)on2)n1,-3.5%,1.1,3%,-1%,-1%,i,0.5,1.0%,5%,-6,-9
COc1cccc(N2CC(C(=O)NNC(=O)c3ccc(Cl)cc3)CC2=O)c1 (stereo not given),.,.,-5%,.,.,i,0.4,0.6%,12%,.,.
Nc1nnc(-c2ccccc2)s1,-1.9%,1.1,16%,-2%,-4%,i,0.6,0.6%,0%,15,-6
O=C(C1CCC1)N1CCc2cc(S(=O)(=O)NCCN3CCN(c4ccccc4F)CC3)ccc21,0.9%,1.1,14%,8%,1%,i,0.3,17%,1%,7,-26
CCCCN(CC)C(=O)CN1C(=O)c2ccccc2C1=O,-4.9%,1.1,4%,10%,1%,i,0.4,0.9%,2%,3,1
CC(C)(C)C1CCc2c(sc(NC(=O)C3CCCO3)c2C(N)=O)C1 (stereo not given),-2.2%,1,5%,-2%,0%,i,0.2,2.5%,0%,-4,7
Cc1ccc2[nH]c(C)cc(=S)c2c1,-8.1%,1,-12%,-57%,-94%,.,.,.,-3%,1,16
Cc1ccc(C)c2nc(SCC(=O)Nc3ccc4c(c3)OCO4)c(C#N)cc12,.,.,-3%,.,.,i,0.6,-0.9%,16%,.,.
NS(=O)(=O)c1ccc(CNC(=O)CCC2CCCCC2)cc1,-17%,1.1,8%,5%,2%,i,0.9,0.7%,-1%,1,15
CC(NC(=O)Cc1cccs1)c1ccncc1 (stereo not given),-6.2%,1.1,4%,-3%,-10%,i,0.9,-0.5%,-3%,8,11
Cc1oc2c(CN(C)C)c(O)ccc2c(=O)c1-c1ccc2ccccc2n1,-1.1%,1.1,-1%,-1%,1%,i,1.9,-1.2%,2%,10,27

# Filtered by structure: the entries above containing an NH in an aromatic ring
SMILES,XIAP displacement,TNAP activation fold,Salmonella PhoP GFP,human PMI inhibition,human PMI inhibitors,Myeloid diff MLP,Myeloid diff MLP GFP+ MAC1+ %,RSV CPE inhibition,Siah-1 displacement,WT yeast gro inh,WT yeast gro inh mutant strain
COc1ccc(C(=O)NCCc2c[nH]c3ccccc23)cc1S(=O)(=O)N1CCOCC1,-1.4%,1.1,-5%,1%,-4%,i,1.5,0.8%,2%,-6,-1
Cc1ccc2[nH]c(C)cc(=S)c2c1,-8.1%,1,-12%,-57%,-94%,.,.,.,-3%,1,16

# Carrying on.
SMILES,XIAP displacement,TNAP activation fold,Salmonella PhoP GFP,human PMI inhibition,human PMI inhibitors,Myeloid diff MLP,Myeloid diff MLP GFP+ MAC1+ %,RSV CPE inhibition,Siah-1 displacement,WT yeast gro inh,WT yeast gro inh mutant strain
CN1CCN(C(=O)/C(=C/c2cn(C)c3ccccc23)NC(=O)c2ccccc2)CC1,.,.,-3%,.,.,i,0.9,0.0%,-1%,.,.
O=C(OCn1ncc(Cl)c(Cl)c1=O)c1ccc(F)cc1,-4.8%,1.1,3%,-4%,-10%,.,.,-2.6%,3%,-1,0
Cc1ccc(CNC(=O)C2CCCN(S(=O)(=O)N3CC(C)CC(C)C3)C2)cc1 (stereo not given),.,.,8%,.,.,i,3.3,1.9%,-1%,.,.
O=c1cc(N2CCc3ccccc32)[nH]c(=O)n1-c1ccc(Br)cc1,-11%,1.1,-1%,28%,20%,i,2.2,3.4%,2%,-21,-1
COCCNC(=O)CSc1ccccc1C(=O)O,-6.7%,1.1,4%,-7%,-1%,i,0.3,4.6%,-3%,6,5
CC1(C)Cc2ccccc2C(CSc2ccccc2C(=O)O)=N1,-4.1%,1,.,-52%,-60%,i,0.3,-0.6%,-1%,16,1
CCOc1ccc(/C=N/NC(=O)c2nnn(-c3nonc3N)c2-c2ccc(OCC)cc2)cc1,-1.6%,1.1,-10%,6%,14%,i,0.3,2.1%,1%,2,2
CCOC(=O)c1cc(NC(=O)CC(C)(C)CC(=O)O)ccc1N1CCCCC1,.,.,-4%,.,.,i,0.4,2.2%,-2%,.,.
O=C(O)c1cccc(S(=O)(=O)NCC2CCCO2)c1 (stereo not given),-17%,1.1,-3%,8%,3%,i,0.3,1.6%,2%,-11,-5
Cc1cc(C(=O)Nc2ccc(Cl)cc2)c(C)n1-c1ccccc1,.,.,-1%,.,.,i,0.0,?,0%,.,.
CCc1ccc(C)c(OC(=O)c2cncc(Br)c2)c1,.,.,-5%,.,.,i,0.3,2.9%,11%,.,.
COc1ccc(OC)c(C(=O)c2ccccc2)c1,0.1%,1,5%,-7%,8%,i,7.4,0.1%,-4%,-2,-5
